OPRM1-OPRD1 ag = OPRM1-OPRD1 heterodimerization agonism; AID 504326; P35372+P41143; cells, luminescence; 340,000 compounds, 0.3% hits; activation, % at 9.3 µM; in the data active = activation above about 18%;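 also: 0% = vehicle-treated cells and 100% = reference agonist; values of inactives mirror those of a sister screen read the other way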
Arrestin-AP2 inh = human beta-arrestin and AP2 interaction inhibition; AID 504490; 340,000 compounds, 0.31% hits; FITC-arrestin peptide / GST-AP2 beads, flow cytometry; AP2 beta2 appendage carries R879A mutation; inhibition, % at 10 µM;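 active = inhibition above a set limit, near 3 SD of compounds lacking own fluorescence, cut at about 54% in these data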;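 also: plate controls were DMSO wells for no effect and 5 µM unlabelled arrestin peptide for full effect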
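System: GST-AP2 R879A bound to glutathione beads, E. coli-expressed. Also added: 50 nM FITC-arrestin peptide. Schedule: compound with beads 12 min RT, then probe 1 h RT. Signal: bead flow cytometry, FITC channel. Read-out basis: percent response.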
Wnt bcat act = Wnt/beta-catenin pathway activation. Wnt/beta-catenin reporter cell assay, activator, plate reader. activation, % at 9.35 µM. 300,000 compounds, 1.2% hits; in the data active = activation above about 30%, passing the limit was not always enough;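 also: 0% = neutral control wells and 100% = positive control wells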
OPRM1-OPRD1 inv = mu-delta opioid heterodimer inverse agonism; inhibition, % at 9.3 µM; P35372+P41143; 340,000 compounds, 0.21% hits; cell-based MOR-DOR heterodimer luminescence; in the data active = inhibition above about 22%, passing the limit was not always enough;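 also: 0% = cells with DMSO and 100% = wells without cells with DMSO; values of inactives mirror those of a sister screen read the other way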
Pemphigus Ab inh = human desmoglein-3 autoantibody binding inhibition; P32926; DSG3-coupled beads, scFv-anti-DSG3-GFP binding, flow cytometry; stronger effect = lower value; binding (percent of control), % at 10 µM; 310,000 compounds, 0.48% hits;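 active = binding more than 3 SD below its plate's average and above zero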;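 also: hits lower antibody fragment binding to DSG3; some compounds called inactive have numbers as strong as hits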
V-ATPase pHluor = regulators of yeast V-ATPase proton transport. S. cerevisiae, pHLuorin cytosolic pH fluorescence. response, % at 10 µM. 350,000 compounds, 0.37% hits. AID 504577; in the data active = response mostly above about 7.3%, no sharp cut-off; inactive = mostly below about 5.4%; also: actives read high; inactives centre near 0; some compounds called inactive have numbers as strong as hits; reference of the scale not given here
LANA DNA inh = KSHV C-LANA DNA binding inhibition | inhibition, % at 9 µM | 340,000 compounds, 0.078% hits | MBP-C-LANA/FAM-LBS DNA binding, fluorescence polarization | AID 504423;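 active = highest replicate inhibition at or above 60% at 9 µM, even if other replicates fall short; inactive = all replicates below 60% inhibition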;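 also: 0% = neutral control wells and 100% = 4 µM acridine orange control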
Keap1-Nrf2 PPI = Keap1-Nrf2 (human) interaction inhibition | AID 504523 | Q14145 | inhibition, % at 9.4 µM | 340,000 compounds, 0.15% hits | Keap1 Kelch-Nrf2 peptide fluorescence polarization, 1536-well; in the data active = inhibition above about 12%;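 also: human Keap1 Kelch domain with fluorescein labeled Nrf2 9mer peptide probe; 0% = neutral control wells and 100% = peptide positive control; higher means more block of Keap1 binding to Nrf2 peptide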
Target sequence (Q14145 whole entry, looked up, the tested form may be a part): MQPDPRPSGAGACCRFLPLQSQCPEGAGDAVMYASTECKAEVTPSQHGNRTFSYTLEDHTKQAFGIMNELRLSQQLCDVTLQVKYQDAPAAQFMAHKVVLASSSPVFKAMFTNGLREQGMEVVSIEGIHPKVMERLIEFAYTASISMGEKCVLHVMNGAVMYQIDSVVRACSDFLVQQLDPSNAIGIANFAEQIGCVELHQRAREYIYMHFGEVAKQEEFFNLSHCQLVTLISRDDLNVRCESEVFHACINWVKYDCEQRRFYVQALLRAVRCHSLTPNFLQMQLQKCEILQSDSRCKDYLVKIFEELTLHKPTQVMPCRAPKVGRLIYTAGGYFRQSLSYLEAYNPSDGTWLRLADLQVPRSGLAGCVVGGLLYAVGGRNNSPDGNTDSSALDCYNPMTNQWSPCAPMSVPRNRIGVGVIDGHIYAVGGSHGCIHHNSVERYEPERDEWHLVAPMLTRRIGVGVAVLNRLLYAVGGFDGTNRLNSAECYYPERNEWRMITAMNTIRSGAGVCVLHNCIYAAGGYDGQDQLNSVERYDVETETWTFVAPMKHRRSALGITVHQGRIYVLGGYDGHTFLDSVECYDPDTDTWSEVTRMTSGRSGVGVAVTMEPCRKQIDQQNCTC
RTF Ca sens act = increases calcium sensitivity of human cardiac regulated thin filaments; IANBD-labeled TnC RTF fluorescence at EC20 calcium; 0% EC20 calcium, 100% full calcium; P19429+P45379; activation, % at 7.2 µM; 340,000 compounds, 0.24% hits;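 active = activation above the mean over all tested compounds plus 3 SD, cut at about 30% in these data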;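 also: rise in fluorescence read as greater calcium sensitivity of cardiac thin filaments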
RTF Ca sens inh = cardiac RTF calcium desensitization | P19429+P45379 | IANBD-labeled cardiac RTF, Ca2+ fluorescence | inhibition, % at 7.15 µM | 340,000 compounds, 0.12% hits;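 active = inhibition above the mean inhibition of all tested compounds plus 3 SD, cut at about 17% in these data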;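 also: assay run at fixed EC70 calcium of 1.6 mM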
An asterisk follows results filed as active; . = no result given.

Sample of the layout, three compounds:
entry	compound	OPRM1-OPRD1 ag	Arrestin-AP2 inh	Wnt bcat act	OPRM1-OPRD1 inv	Pemphigus Ab inh
1	CC(C)CCn1c(SCC(=O)N2CC(=O)Nc3ccccc32)nc2scc(-c3cccs3)c2c1=O	-1.4	-1	.	8	76
2	Cc1ccc(CNC(=O)C(=O)NCC2OCCN2S(=O)(=O)c2ccc(Cl)cc2)cc1 (stereo not drawn)	-0.7	1	-2	3	.
3	Cc1cc(-c2nnc(SCC(=O)Nc3ccc(Cl)cn3)n2N)n[nH]1	-2.3	47	-1	12	95

entry	V-ATPase pHluor	LANA DNA inh	Keap1-Nrf2 PPI	RTF Ca sens act	RTF Ca sens inh
1	2	0.5	-4	-2	1
2	-1	-0.6	-8	2	-2
3	-7	2.2	0	-6	-3

The list itself, from the start:
entry	compound	OPRM1-OPRD1 ag	Arrestin-AP2 inh	Wnt bcat act	OPRM1-OPRD1 inv	Pemphigus Ab inh
1	CC(C)CCn1c(SCC(=O)N2CC(=O)Nc3ccccc32)nc2scc(-c3cccs3)c2c1=O	-1.4	-1	.	8	76
2	Cc1ccc(CNC(=O)C(=O)NCC2OCCN2S(=O)(=O)c2ccc(Cl)cc2)cc1 (stereo not drawn)	-0.7	1	-2	3	.
3	Cc1cc(-c2nnc(SCC(=O)Nc3ccc(Cl)cn3)n2N)n[nH]1	-2.3	47	-1	12	95
4	CCC(C)[C@H]1COCCS(=O)(=O)N1Cc1ccccc1 (stereo partly drawn)	-0.4	9	-1	2	102
5	Cc1nc(C)c(C(=O)Nc2cccc(C)c2C)o1	-2.8	6	0	14	105
6	C/C=C/c1c(F)c(F)c(Oc2ccc(C(=O)O)cc2)c(F)c1F	-1.5	3	-3	8	86
7	CCN(CC1COc2ccccc2O1)C(=S)Nc1ccc(F)cc1 (stereo not drawn)	2.2	7	-4	-11	101
8	Cn1c(SCc2nc(-c3ccccc3)no2)nnc1-c1ccco1	-1.5	-3	.	9	.
9	CN(CCC(=O)Nc1cc(S(=O)(=O)N(C)C)ccc1Cl)CC(=O)Nc1ccc(F)cc1	-0.2	22	-1	1	.
10	CCOC(=O)Cn1c(=O)c(C#N)cn(C(C)C)c1=O	.	40	-1	.	93

entry	V-ATPase pHluor	LANA DNA inh	Keap1-Nrf2 PPI	RTF Ca sens act	RTF Ca sens inh
1	2	0.5	-4	-2	1
2	-1	-0.6	-8	2	-2
3	-7	2.2	0	-6	-3
4	2	-2.5	-2	0	-14
5	-4	0.1	-4	0	-4
6	-7	-0.1	4	5	-3
7	4	0.0	0	0	-1
8	2	1.3	-1	1	-24
9	-2	0.4	-2	2	8
10	-4	.	.	.	.

Continued.
entry	compound	OPRM1-OPRD1 ag	Arrestin-AP2 inh	Wnt bcat act	OPRM1-OPRD1 inv	Pemphigus Ab inh
11	O=C(/C=C/c1ccncc1)c1ccc(NC(=O)c2ccccc2F)cc1	-0.9	-6	.	5	106
12	CCNc1c(NC(=O)C2CCC(C)CC2)c(=O)oc2ccccc12 (stereo not drawn)	-2.7	34	-2	14	103
13	COc1cccc(-c2cc(C(=O)Nc3ccc4c(c3)OCO4)no2)c1	1.5	-1	3	-8	108
14	COc1cc(O)sc1C=Nc1ccc(Cl)cc1Cl	-0.9	.	-2	4	113
15	Cc1cc(C)c2c(C(C)(C)C)nn(-c3ccccc3)c2n1	3.1	13	1	-15	98
16	O=c1c2c3c(sc2nc2n1CCCCC2)CCCC3	-1.2	-5	39*	7	102
17	Fc1ccc(-n2c(Cc3ccccc3)nnc2SCc2nc(-c3cccs3)no2)cc1	0.5	7	.	-3	97
18	COc1ccc(OCCCCn2c(CO)nc3ccccc32)cc1	-1.3	-12	-1	7	110
19	Cc1onc(-c2c(F)cccc2Cl)c1C(=O)O/N=C(\N)c1ccc([N+](=O)[O-])o1	10	-13	5	-52	101
20	CCCc1nc2ccccc2c(C(=O)OCC(=O)Nc2ccc(S(=O)(=O)N3CCOCC3)cc2)c1CC	4.6	1	.	-23	.

entry	V-ATPase pHluor	LANA DNA inh	Keap1-Nrf2 PPI	RTF Ca sens act	RTF Ca sens inh
11	3	-1.9	2	0	-4
12	3	1.0	-3	-2	-6
13	8	-0.1	-2	3	-5
14	9	0.7	1	-3	-12
15	10	-1.6	-4	-5	-13
16	1	1.2	-4	5	2
17	0	-0.8	-3	-4	-1
18	-1	-1.5	0	0	-8
19	1	2.3	4	0	-3
20	6	1.1	2	4	-7

Further structures follow:
entry	compound	OPRM1-OPRD1 ag	Arrestin-AP2 inh	Wnt bcat act	OPRM1-OPRD1 inv	Pemphigus Ab inh
21	Cc1cccc(NC(=S)Nc2c(C)n(C)n(-c3ccccc3)c2=O)c1C	-1.3	9	-3	7	98
22	O=C(/C=C/c1cccs1)N1CCOCC1	-2.2	-5	0	11	113
23	COC(=O)c1cc(-c2ccc(OC)cc2)on1	-1.5	-4	-3	8	99
24	C=CCn1c(=N)c(C(=O)NCCCOC)cc2c(=O)n3ccccc3nc21	-2.2	4	-1	11	105
25	c1ccc(-c2nc(CSc3n[nH]c(-c4cccs4)n3)cs2)cc1	0.8	5	.	-4	96
26	O=C(CCCN1C(=O)/C(=C/c2ccccc2Cl)SC1=S)N1CCCC1	0.0	6	-2	0	104
27	O=C(COC(=O)c1nc(Cl)ccc1Cl)NCc1ccc(Cl)cc1	-0.7	-18	1	3	.
28	COc1ccc(N(CC(=O)N2CCN(C)CC2)S(=O)(=O)c2ccccc2)cc1	-0.5	28	-3	4	112
29	Cc1onc(-c2ccccc2)c1C(=O)OCc1nnc(-c2ccccc2)o1	-3.5	-9	-1	17	103
30	C#CCOCCOCCOCCNc1nc(N2CCN(C(=O)C([C@@H](C)O)n3cc([C@@H](N)CCCCN)nn3)CC2)nc(N2CCN(C(=O)C([C@@H](C)O)n3cc([C@@H](N)CCCCN)nn3)CC2)n1 (stereo partly drawn)	-0.8	1	-6	5	100

entry	V-ATPase pHluor	LANA DNA inh	Keap1-Nrf2 PPI	RTF Ca sens act	RTF Ca sens inh
21	2	-1.1	-4	5	9
22	0	0.7	-3	9	5
23	0	-2.2	-1	1	-2
24	-66	-0.1	-5	3	-5
25	2	-0.6	-2	-4	1
26	-2	-0.7	-4	-2	3
27	-5	0.3	-5	4	4
28	1	-0.9	0	-8	-11
29	-2	-0.7	-2	-2	-3
30	0	-5.0	-8	3	-13

More structures
entry	compound	OPRM1-OPRD1 ag	Arrestin-AP2 inh	Wnt bcat act	OPRM1-OPRD1 inv	Pemphigus Ab inh
31	COc1ccc2[nH]c(-c3ccccc3)cc2c1	6.8	12	46*	-32	111
32	CCCCN1CC(=O)N2[C@@H]3c4cc(OC)ccc4OC[C@@H]3[C@H](C(=O)OCC)[C@]2(C)C1=O	-1.4	3	-2	7	103
33	Cc1cc(=O)[nH]c(SCC(=O)NC2CCCCCC2)n1	-2.7	28	-1	14	112
34	O=C(CSc1nc2ccc(N3CCOCC3)cc2c(=O)n1CCc1ccccc1)NCC1CCCO1 (stereo not drawn)	0.5	-5	0	-2	.
35	O=C(CNC(=O)c1ccc(Cl)cc1Cl)NCCCn1ccnc1	0.9	2	.	-5	85
36	Cc1cccc(N2C(=O)C3C4C=CC(CC4)C3C2=O)c1 (stereo not drawn)	0.8	37	-1	-4	126
37	C=CCNC(=O)C1CC(=O)N(c2ccc(OCC(=O)NCc3ccccc3)cc2)C1 (stereo not drawn)	-1.0	41	.	4	105
38	COc1ccc(CC(=O)NCc2n[nH]c(=S)n2-c2ccccc2OC)cc1	-1.1	-1	-1	6	102
39	O=C(c1ccc(Oc2ccccc2)cc1)c1nc2c(n1O)CCCC2	-0.9	-1	3	5	103
40	CCOc1ccc(N2CC(C(=O)Nc3ccncc3)CC2=O)cc1 (stereo not drawn)	-0.2	38	-4	1	54*

entry	V-ATPase pHluor	LANA DNA inh	Keap1-Nrf2 PPI	RTF Ca sens act	RTF Ca sens inh
31	2	3.0	-1	5	-14
32	2	1.6	1	-3	-5
33	1	1.8	-2	2	4
34	-3	-1.3	-2	13	10
35	-2	-1.7	0	4	-11
36	1	2.0	1	-5	3
37	-8	0.6	0	3	-1
38	2	-2.0	-2	1	-8
39	2	2.0	0	-5	0
40	-3	1.3	2	-6	-33

Going on with the list.
entry	compound	OPRM1-OPRD1 ag	Arrestin-AP2 inh	Wnt bcat act	OPRM1-OPRD1 inv	Pemphigus Ab inh
41	CC(=O)Nc1ccc2nc(NC(=O)c3cccnc3)sc2c1	0.2	24	4	-1	103
42	CCCOc1ccc(-c2nnc(-c3cccs3)o2)cc1	-1.4	39	.	6	.
43	O=C(/C=C/c1ccc([N+](=O)[O-])cc1)N1CCN(S(=O)(=O)c2cccs2)CC1	-1.0	11	2	5	83
44	CCOC(=O)c1c(C)n(CC(COC(C)=O)OC(C)=O)c2ccc(OC(C)=O)cc12 (stereo not drawn)	-2.7	37	-5	13	99
45	CC(=O)Nc1cccc(C(=O)NC2CCCc3c2cnn3-c2ccc(C(C)(C)C)cc2)c1 (stereo not drawn)	-2.7	-1	0	14	95
46	COc1ccc(Cl)cc1NC(=S)NCc1cccs1	-2.7	18	-2	14	99
47	CC(C(=O)N1CCOCC1)N1C(=O)C2C3CC(C(Br)C3Br)C2C1=O (stereo not drawn)	-1.1	0	-2	6	100
48	COc1ccc(-c2c(C)oc3cc(O)cc(O)c3c2=O)cc1OC	1.6	7	0	-8	101
49	Cc1ccc(-c2csc(/C(C#N)=C/Nc3ccccc3SC(F)(F)F)n2)cc1	-3.2	4	2	16	84
50	O=C(NC1CCSC1=O)c1ccc(Oc2ccc(F)cc2)nc1 (stereo not drawn)	-1.0	5	.	4	101

entry	V-ATPase pHluor	LANA DNA inh	Keap1-Nrf2 PPI	RTF Ca sens act	RTF Ca sens inh
41	-1	-1.2	-6	4	-8
42	2	-1.4	-2	-2	1
43	-1	-2.0	-1	-3	-12
44	-1	-1.6	1	0	-3
45	1	-0.5	-3	5	-3
46	0	-0.1	0	3	-9
47	0	-0.1	1	3	-15
48	-4	-1.0	-1	-3	-3
49	-1	-1.0	-2	7	-11
50	-2	1.7	2	1	1

(list continues)
entry	compound	OPRM1-OPRD1 ag	Arrestin-AP2 inh	Wnt bcat act	OPRM1-OPRD1 inv	Pemphigus Ab inh
51	O=C(CSc1nnc(-c2ccncc2)n1Cc1ccco1)Nc1ccccc1Cl	-1.4	-5	-2	9	99
52	Cc1ccc(-n2c(=S)sc3c(=O)n(-c4ccccc4C)c(SCC(=O)O)nc32)cc1C	-2.2	-1	1	10	111
53	CC(C)Cc1nccs1	-0.5	5	-6	3	100
54	O=C(NCc1ccncc1)c1ccc(Br)cc1	-1.6	-3	.	8	109
55	CN(C(=O)c1ccc(OC2CCN(C(=O)c3cccnc3)CC2)cc1)C1CCCCC1	-2.3	0	-2	11	99
56	CCOC(=O)C1=CN(Cc2cccc(F)c2)S(=O)(=O)N(CC)C1c1cccc(OC)c1 (stereo not drawn)	-3.0	2	-2	15	105

entry	V-ATPase pHluor	LANA DNA inh	Keap1-Nrf2 PPI	RTF Ca sens act	RTF Ca sens inh
51	-5	-0.8	1	-1	-6
52	0	1.2	0	3	0
53	0	2.6	2	1	1
54	-2	0.3	1	-1	-4
55	-2	-1.2	-7	2	1
56	0	-1.5	1	-6	-7

Compound activity as filed in PubChem BioAssay.
